Source: PubChem BioAssay
HKDC1 inhibitor: HKDC1 hexokinase inhibitors, primary screen, biochemical, fluorescence, uHTS; AID 493160, 2011; inhibition, % at 20 µM; Q2TB90; 0.16% of 340,000 active; recombinant HKDC1, G6PDH/diaphorase resazurin coupled fluorescence;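 active means inhibition above about 35% when tested at 20 µM, limit read from the data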;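 further: plate controls were DMSO wells with enzyme for no effect and DMSO wells lacking enzyme for full effect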
Target sequence (Q2TB90 whole entry, looked up): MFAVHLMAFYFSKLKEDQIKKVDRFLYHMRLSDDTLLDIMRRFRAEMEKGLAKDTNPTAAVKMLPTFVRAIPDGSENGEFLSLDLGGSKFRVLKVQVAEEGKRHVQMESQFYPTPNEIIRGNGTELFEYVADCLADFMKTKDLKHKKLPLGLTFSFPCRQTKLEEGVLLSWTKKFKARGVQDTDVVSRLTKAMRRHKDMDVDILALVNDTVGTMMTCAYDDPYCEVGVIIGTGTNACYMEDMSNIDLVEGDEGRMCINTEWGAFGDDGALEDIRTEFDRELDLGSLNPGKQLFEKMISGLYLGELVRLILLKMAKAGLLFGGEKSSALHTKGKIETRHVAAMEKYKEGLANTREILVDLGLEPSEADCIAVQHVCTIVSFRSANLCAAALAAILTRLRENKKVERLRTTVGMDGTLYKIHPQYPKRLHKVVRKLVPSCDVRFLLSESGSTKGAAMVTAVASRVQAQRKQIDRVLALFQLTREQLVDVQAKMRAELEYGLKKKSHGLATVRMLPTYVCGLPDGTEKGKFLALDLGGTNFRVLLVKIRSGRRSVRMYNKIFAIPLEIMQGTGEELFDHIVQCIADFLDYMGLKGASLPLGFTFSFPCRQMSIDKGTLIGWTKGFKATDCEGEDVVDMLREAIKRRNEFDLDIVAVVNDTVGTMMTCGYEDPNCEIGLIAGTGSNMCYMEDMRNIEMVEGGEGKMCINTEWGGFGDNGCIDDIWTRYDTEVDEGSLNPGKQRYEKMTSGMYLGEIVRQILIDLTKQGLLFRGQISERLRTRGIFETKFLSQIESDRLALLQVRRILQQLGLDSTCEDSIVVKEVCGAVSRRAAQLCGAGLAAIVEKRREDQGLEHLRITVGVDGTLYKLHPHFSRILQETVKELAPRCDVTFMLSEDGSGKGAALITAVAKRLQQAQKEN
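Test system: HK5 enzyme. Quantity: 5 µg/mL HK5 final. Reagent: glucose and ATP substrates. Schedule: 90 min reaction incubation at room temperature, dark. Technique: resazurin-to-resorufin fluorescence via G6PDH and diaphorase coupling, 525/613 nm. Control set: DMSO wells with and without enzyme mix.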
PfG6PD inh: PfG6PD enzyme inhibitors, primary screen, biochemical, fluorescence intensity, uHTS; PfGluPho enzyme, NADPH resazurin-diaphorase fluorescence; 0.78% of 350,000 active; inhibition, % at 20 µM;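 active means inhibition reaching at least a set limit at 20 µM in the primary screen, cut at about 59% in these data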;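 further: 0% = DMSO wells with substrate and 100% = DMSO wells lacking glucose-6-phosphate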
SENP8 block-1: SENP8 protease inhibitors, primary screen, biochemical, luminescence | Sentrin-specific protease 8 (Homo sapiens), Q96LD8 | purified SENP8, Z-RLRGG-aminoluciferin cleavage | inhibition, % at 10 µM | AID 2540, 2010 | 1.2% of 330,000 active; in the data active means inhibition above about 50%
Target sequence (Q96LD8 whole entry, looked up): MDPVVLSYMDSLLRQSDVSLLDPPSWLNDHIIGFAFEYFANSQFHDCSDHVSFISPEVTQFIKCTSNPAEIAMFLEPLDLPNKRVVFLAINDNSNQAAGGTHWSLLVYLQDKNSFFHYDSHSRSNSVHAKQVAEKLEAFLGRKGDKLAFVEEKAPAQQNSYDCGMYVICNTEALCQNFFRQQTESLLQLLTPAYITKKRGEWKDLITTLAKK
SENP1 FRET inh: human SENP1 catalytic domain inhibitors, primary screen, biochemical, FRET, uHTS; recombinant SENP1 catalytic domain, CyPet-SUMO1-YPet FRET cleavage; inhibition, % at 10 µM; 0.21% of 360,000 active; AID 624204, 2012;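 active means inhibition at least 30% at 10 µM, raw YFP signal under a set limit, fluorescence ratio 0.5 to 1.5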;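 further: 0% = enzyme with DMSO and 100% = no enzyme wells; some results filed as inactive read as strong as hits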
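material = recombinant human SENP1 catalytic domain, His6-tagged | quantity = 20 pM enzyme | reagent = 25 nM SUMO1 FRET substrate | compound dosing = 10 µM single point, 0.5% DMSO | timing = 50 min enzyme reaction, room temperature, light-protected | detection = FRET, CFP and YFP emission | control set = no-enzyme low, enzyme-DMSO high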
SENP6 inh: SENP6 protease inhibitors, primary screen, biochemical, luminescence, uHTS | Recombinant SENP6 catalytic domain, aminoluciferin luminescence | 1.8% of 330,000 active | inhibition, % at 10 µM;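 active means inhibition above about 50% at the single tested dose, limit read from the data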;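 further: plate controls were DMSO wells with enzyme for no effect and DMSO wells lacking enzyme for full effect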
SENP8 block-2: human SENP8 protease inhibitors, primary screen, biochemical, fluorescence, Nedd8 protein substrate, uHTS; inhibition, % at 20 µM; 0.64% of 360,000 active; AID 602440, 2012; recombinant SENP8; in the data active means inhibition mostly above about 40%, no sharp cut-off; inactive means mostly below about 27%
Apaf-1 inh: inhibitors of human Apaf-1 apoptosome, primary screen, biochemical, DEVD-Rh110 fluorescence, uHTS. inhibition, % at 20 µM. 0.71% of 330,000 active. reconstituted apoptosome caspase-3 activity. AID 489030, 2010. Apoptotic protease-activating factor 1 (Homo sapiens), O14727; active means inhibition of at least 40% at 20 µM;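 further: plate controls were DMSO wells for no effect and DEVD-CHO caspase inhibitor wells for full effect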
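Material: cell-free apoptosome with Apaf-1, procaspase-3 and caspase-9; Buffer or medium: Hepes pH 7.5 with detergent and BSA; Reagent: cytochrome c trigger plus (Z-DEVD)2-Rh110 caspase-3 substrate; Times: compound with Apaf-1, dATP, procaspase-3 30 min, then 50 min reaction, room temperature; Technique: Rh110 fluorescence intensity.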
SENP7 block: SENP7 protease inhibitors, primary screen, biochemical, luminescence, uHTS. recombinant SENP7, Z-RLRGG-aminoluciferin luminescence, 40 min. inhibition, % at 5 µM. 1.5% of 330,000 active. AID 434973, 2010;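 active means inhibition above about 50% at the single test dose, limit read from the data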;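 further: plate controls were DMSO with enzyme for no effect and no enzyme buffer wells for full effect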
An asterisk follows results filed as active; . = no result given.

SMILES	HKDC1 inhibitor	PfG6PD inh	SENP8 block-1	SENP1 FRET inh	SENP6 inh	SENP8 block-2	Apaf-1 inh	SENP7 block
O=C(O)CCSc1nnc(COc2cccc3ccccc23)n1-c1cccc(Cl)c1	-5	-3	-7	0	-7	10	18	-3
O=C(Nc1ccc2c(c1)CCCN2C(=O)c1cccs1)c1c(F)cccc1F	-1	-12	-12	3	-10	30	11	-11
CN(CC(=O)Nc1cccc(Cl)c1)S(=O)(=O)c1ccc2[nH]c(=O)oc2c1	4	-10	9	4	-2	11	1	1
CN(/N=C/c1ccccc1Cl)c1ncc(Cl)cc1C(F)(F)F	-1	4	2	1	3	-3	-9	-5
CCc1cccc2c(N=O)c(O)[nH]c12	-5	-15	-1	0	3	14	-2	0
Cc1cc(C)n(CC(=O)NC2CCCCC2C)c(=O)c1C#N (stereo unspecified)	-2	-4	-9	2	-3	-73	-6	-2
CC(=O)NC(CC(=O)O)C(=O)O (stereo unspecified)	0	-1	0	1	1	3	-13	0
O=C(NCCc1ccccc1)[C@@H]1CC=C[C@@H]2CCN(Cc3ccc(Cl)c(Cl)c3)C(=O)[C@@H]21	2	9	0	1	5	16	18	3
O=C(CSc1nnc(-c2ccccc2Br)o1)N1CCc2ccccc2C1	21	-9	-2	1	-1	28	4	-1
CCCCCN(C(=O)COC(=O)CSc1ccc([N+](=O)[O-])cc1)c1c(N)n(CCCC)c(=O)[nH]c1=O	3	-32	-6	3	-8	3	2	-1
COc1ccc(N(CC(O)Cn2c(C)nc3ccccc32)S(=O)(=O)c2ccccc2)cc1 (stereo unspecified)	3	-13	-2	1	-18	21	2	2
O=c1[nH][nH]c(-c2ccccc2)c1C=Nc1ccc(OC(F)(F)F)cc1	-2	23	2	2	25	23	-2	2

Results in SENP8 block-2 and HKDC1 inhibitor (2 entries from above):
Molecule | SENP8 block-2 | HKDC1 inhibitor
O=C(CSc1nnc(-c2ccccc2Br)o1)N1CCc2ccccc2C1 | 28 | 21
O=C(NCCc1ccccc1)[C@@H]1CC=C[C@@H]2CCN(Cc3ccc(Cl)c(Cl)c3)C(=O)[C@@H]21 | 16 | 2

Further entries:
SMILES	HKDC1 inhibitor	PfG6PD inh	SENP8 block-1	SENP1 FRET inh	SENP6 inh	SENP8 block-2	Apaf-1 inh	SENP7 block
CC(=O)Nc1ccc(O)cc1[N+](=O)[O-]	0	-14	5	4	9	32	5	2
CCOc1ccc(N(CC(=O)NC2CCCCCC2)S(=O)(=O)c2c(C)[nH]c(=O)[nH]c2=O)cc1	2	-5	-1	2	10	10	-3	-4
CCCC1C(=O)N2C(N(C)C)=Nc3ccc(C)cc3N2C1=O (stereo unspecified)	1	16	-5	18	11	11	-8	3
CCc1cc2cccc(C)c2nc1SCC(=O)c1ccc(NC(C)=O)cc1	0	-15	5	-13	-2	-4	-12	1
O=C(NCc1ccccn1)C(=O)NCc1ccccn1	1	-16	-5	-1	-7	10	0	1
O=C(CN1CC(=O)Oc2ccccc21)OCC(=O)c1cccc(Br)c1	0	-18	-9	3	-8	25	16	-6
O=C(NC(Cc1ccccc1)C(=O)O)/C(=C/c1ccc(F)cc1)NC(=O)c1ccccc1 (stereo unspecified)	-8	10	5	-3	-6	2	10	14
CCOc1ccc(CNC(=O)Cn2nc(C)c3c(C)n(-c4ccc(C)cc4)nc3c2=O)cc1	7	-3	10	2	-79	12	4	3
O=C(Nc1sc2c(c1C(=O)NC1CCCCC1)CCC2)c1ccco1	-9	5	4	-59	-9	-295	6	5
O=C(CSc1ncnc2nc[nH]c12)N1CCN(c2ccccc2)CC1	4	-2	4	-2	0	16	3	13
CCOC(=O)N1CCN(C(=O)c2ccc3c(=O)n(CCc4ccccc4)c(=S)[nH]c3c2)CC1	4	7	-1	1	2	22	10	10
COc1ccc(S(=O)(=O)Nc2cccc3c2O[C@H](CN(C)CC2CC2)[C@@H](C)CN([C@H](C)CO)C3=O)cc1	-2	-4	-5	2	-7	14	7	-5
O=C(Nc1nnc(SCC(=O)N2CCCCC2)s1)c1ccccc1F	-4	2	-13	0	99*	-3	6	-6
CCOC(=O)CNC(=O)CSc1nnc(-c2ccco2)n1Cc1ccco1	-9	8	4	-1	1	13	-13	3
CCOC(=O)N1CCC(NS(=O)(=O)c2cc3c(cc2Cl)NC(=O)CO3)CC1	-3	-2	1	5	-3	7	15	5
COCCn1c(SC2CCCCC2=O)nnc1-c1ccncc1 (stereo unspecified)	-5	7	0	0	-19	26	-9	-8
COc1ccccc1OCC(=O)NCCCN1CCOCC1	-8	8	1	0	5	18	-2	-7
CCOc1ccc(OCC(=O)Nc2ccc(N3CCCCC3)cc2)cc1	1	14	6	2	-1	3	-1	6
CC1=CC(C)(C)Nc2ccc(OC(=O)C(Cc3ccccc3)N3C(=O)C4CCCCC4C3=O)cc21 (stereo unspecified)	5	38	-2	3	6	-35	2	4
CC1CCC(C(C)C)C(OC(=O)COC(=O)c2cccn2C)C1 (stereo unspecified)	1	14	-3	1	-3	26	17	10
CCOC(=O)C1=C(O)/C(=C/c2cc(OC)c(OC)c(OC)c2)N=C1C	9	-4	-4	-13	1	0	12	7
COC(=O)C(C)n1nc(C)n(-c2ccc(C)cc2)c1=O (stereo unspecified)	-9	2	-2	1	4	8	1	5
CC(CC(=O)N1CCN(c2ccccc2)CC1)c1ccccc1 (stereo unspecified)	9	-14	0	-1	-18	13	-1	-3
c1ccc(C2=NN(c3ccccc3)CC2)cc1	-4	-4	57*	-133	6	-450	0	59*
c1ccc(NC2=NCCN2CCCC2CCCCC2)cc1	-1	-4	4	1	3	8	4	0
O=C1c2ccccc2C(O)(c2ccccc2)N1C1CC1 (stereo unspecified)	-4	10	0	0	-3	8	-4	-2
COc1cccc(-c2sc3ccc(OC)cc3c2C#CCC(C)O)c1 (stereo unspecified)	7	23	2	-2	-1	-434	15	0
CCN1C(=O)[C@H]2[C@H]3CN=C(SCc4ccc(Cl)cc4)N3[C@@](C)(C(=O)OC)[C@H]2C1=O	-5	3	.	1	.	-5	6	0
COc1ccc(NS(=O)(=O)c2ccc(Br)s2)cc1OC	-3	-15	0	0	-9	1	0	-4
CN(C)S(=O)(=O)c1ccc(C(=O)Nc2nc(-c3cc4ccccc4o3)cs2)cc1	-8	-5	9	-3	-3	-38	8	0
NS(=O)(=O)c1ccc(NC(=O)c2ccccc2C(=O)N2CCCCC2)cc1	-14	-13	3	0	-9	8	9	3
CC(CO)(CO)NCc1ccc(-c2ccccc2)cc1	-6	5	-8	2	-6	16	4	-12
CCOC(=O)C1=C(COC(=O)C2(C)CC2(Cl)Cl)NC(=O)NC1c1ccc(OC)cc1 (stereo unspecified)	-5	7	0	-1	-7	4	30	-3
CCOC(=O)c1ccc(-c2ccc3oc(-c4ccsc4)cc(=O)c3c2)cc1F	-9	-2	-5	-5	2	-30	9	-8
O=[N+]([O-])c1ccccc1S(=O)(=O)n1nnc2ccccc21	-11	-1	0	0	13	2	-5	2
COc1ccc2cc(C3CC(c4cccs4)=NN3S(C)(=O)=O)c(Cl)nc2c1 (stereo unspecified)	2	13	-4	-21	-2	-57	9	0

Complete entries as entered above. Order of screens: HKDC1 inhibitor	PfG6PD inh	SENP8 block-1	SENP1 FRET inh	SENP6 inh	SENP8 block-2	Apaf-1 inh	SENP7 block
Shown for O=[N+]([O-])c1ccccc1S(=O)(=O)n1nnc2ccccc21 → -11	-1	0	0	13	2	-5	2
Shown for CCN1C(=O)[C@H]2[C@H]3CN=C(SCc4ccc(Cl)cc4)N3[C@@](C)(C(=O)OC)[C@H]2C1=O → -5	3	.	1	.	-5	6	0
Shown for CCOC(=O)C1=C(COC(=O)C2(C)CC2(Cl)Cl)NC(=O)NC1c1ccc(OC)cc1 (stereo unspecified) → -5	7	0	-1	-7	4	30	-3
Shown for NS(=O)(=O)c1ccc(NC(=O)c2ccccc2C(=O)N2CCCCC2)cc1 → -14	-13	3	0	-9	8	9	3
Shown for COc1ccc2cc(C3CC(c4cccs4)=NN3S(C)(=O)=O)c(Cl)nc2c1 (stereo unspecified) → 2	13	-4	-21	-2	-57	9	0

The listing continues:
SMILES	HKDC1 inhibitor	PfG6PD inh	SENP8 block-1	SENP1 FRET inh	SENP6 inh	SENP8 block-2	Apaf-1 inh	SENP7 block
C[C@H](O)[C@@H]1C(=O)N2CCc3ccc(-c4cccc(F)c4)cc3[C@@H]2C[C@@H]1N(C)S(=O)(=O)c1ccccc1	2	23	.	-14	.	-26	.	.
COC(=O)c1c(NC(=O)c2cccc(S(=O)(=O)N3CCN(C)CC3)c2)sc(C)c1C	4	25	-2	-4	1	-136	30	-3
COc1ccc(CN(Cc2cc3ccc(C)cc3[nH]c2=O)Cc2nnnn2C2CCCC2)cc1	-2	-7	-9	-5	-3	-102	18	8
c1ccc(N(c2ccccc2)c2nc(-n3ccnc3)nc(-n3ccnc3)n2)cc1	1	-24	7	2	1	23	29	2
CC1=C([N+](=O)[O-])C(c2ccccc2)NC(=O)N1 (stereo unspecified)	-5	13	-4	1	1	9	-4	1
O=C(c1ccc([N+](=O)[O-])s1)N1CCCc2ccccc21	-2	5	4	2	-6	29	12	4
COc1ccc(Nc2nnc(C)c(=O)[nH]2)cc1	-3	6	-2	1	-18	16	-2	-3
COc1ccc(-c2nnc(SCC(=O)c3[nH]c(C)c(C(C)=O)c3C)o2)cc1	0	5	6	-4	1	12	8	4
Cc1cccc(C)c1NC(=O)CN(C)C(=O)CCC(=O)N1CCOCC1	-2	8	1	1	7	3	-5	3
CCOc1ccc2[nH]c(C(=O)N/N=C/c3ccccc3OC)cc2c1	2	6	7	-1	-10	-297	19	9
CCCc1cc(=O)[nH]c(SCC(=O)c2cc(C)n(CC(F)(F)F)c2C)n1	1	-4	3	4	-12	31	6	0
CC(C)(C)C(=O)Nc1nc2ccc(S(C)(=O)=O)cc2s1	13	-13	-1	0	2	19	-18	0
Cc1ccc(S(=O)(=O)N2CCC(=O)N(CCOCc3cccc(C(F)(F)F)c3)CC2)cc1	-3	1	-7	0	-5	8	29	1
O=C(O)c1cccc(N/C(=N\S(=O)(=O)c2ccccc2)c2ccccc2)c1	-14	-14	-4	1	-4	12	1	-1
Cc1ccccc1C(=O)Nc1ccnn1C1CCN(C(=O)C2CCOC2)CC1 (stereo unspecified)	-4	2	6	0	13	-5	3	4
Cc1c(N=Cc2nc3ccccc3[nH]2)c(=O)n(-c2ccccc2)n1C	-8	3	16	-1	-5	22	6	1
CCOc1ccc(C(=O)N2CCC3(CC2)NCCc2[nH]cnc23)cc1	-5	-7	2	-1	5	15	-1	-11
O=C(CSc1nc(-c2cccs2)cc(C(F)(F)F)n1)NCc1ccco1	-1	2	7	0	2	-18	-2	2
COc1cccc(N(C(=O)c2ccco2)c2nc(-c3sc(NC(=O)c4ccco4)nc3C)cs2)c1	1	3	-5	-16	0	-258	10	-12
Cc1ccc(C)c(OCCOCCN2CC(C)OC(C)C2)c1C (stereo unspecified)	-2	-7	-4	0	-11	25	5	-21
O=C(COC(=O)c1ccccc1Br)NCc1cccs1	-5	14	-19	2	-11	8	12	-4
c1ccc(N2OCC3Cn4c(nc5ccccc54)C32)cc1 (stereo unspecified)	7	-7	0	-7	-5	-45	-7	4
